Source: PubChem BioAssay
PMI activator = activators of human PMI, primary screen, biochemical, fluorescence intensity, near-Km mannose 6-phosphate; Mannose-6-phosphate isomerase (Homo sapiens), P34949; purified human PMI, coupled resazurin fluorescence, 20 min; stronger effect = higher value; 1 = vehicle control, 0 substrate-free wells; activation factor at 20 µM; hit rate 0.005% among 190,000; AID 1214, 2008;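 active = activation factor of 2 or more at 20 µM, relative to plate controls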
Target sequence (P34949 whole entry, looked up): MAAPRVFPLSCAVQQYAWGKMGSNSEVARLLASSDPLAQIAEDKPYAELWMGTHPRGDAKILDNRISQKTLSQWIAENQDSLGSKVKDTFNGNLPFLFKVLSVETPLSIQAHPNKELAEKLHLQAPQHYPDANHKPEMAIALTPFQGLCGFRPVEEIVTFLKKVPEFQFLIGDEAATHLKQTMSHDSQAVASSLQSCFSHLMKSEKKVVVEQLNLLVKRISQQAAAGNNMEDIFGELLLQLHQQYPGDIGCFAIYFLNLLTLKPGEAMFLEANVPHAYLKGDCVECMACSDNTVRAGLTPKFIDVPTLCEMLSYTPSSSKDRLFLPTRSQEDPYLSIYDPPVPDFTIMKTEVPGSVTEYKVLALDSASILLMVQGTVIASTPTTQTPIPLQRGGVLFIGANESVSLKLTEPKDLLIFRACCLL
Lmaj promast = Leishmania major promastigote growth inhibition, primary screen; Leishmania major promastigotes, resazurin fluorescence viability; inhibition, % at 10 µM; hit rate 9% among 200,000; AID 1063, 2008; in the data active = inhibition above about 50%;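 note: promastigotes grown with compound for 44 hours at 28 °C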
Diaphorase act = compounds boosting diaphorase resazurin reduction – biochemical, uHTS, resorufin fluorescence, counter-screen for diaphorase-coupled primary assays, primary screen | Diaphorase/resazurin coupled assay, 16 min; stronger effect = higher value; 1 = vehicle wells, 0 = NADH-free wells | activation factor at 20 µM | hit rate 0.005% among 190,000 | AID 1229, 2008;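 active = diaphorase activity raised at least twofold by the compound at 20 µM; inactive = activation factor below 2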
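Test system: Clostridium kluyveri diaphorase, purified enzyme; input: enzyme 0.07 U/mL final; buffer or medium: 50 mM HEPES pH 7.4 with 4.542 mM MgCl2, 0.005% Tween 20; also added: 0.114 mM NADH and 0.1 mM resazurin, final amounts; schedule: 16 min enzyme reaction, ambient temperature; technique: fluorescence of resorufin, 544 nm excitation, 590 nm emission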
Diaphorase inh = diaphorase inhibitors and chemical oxidizers, primary screen, counter-screen for diaphorase-coupled primary assays, biochemical, uHTS, resorufin fluorescence. diaphorase resazurin-to-resorufin fluorescence, NADH, 16 min; bacterial (C. kluyveri) enzyme, not human. inhibition, % at 20 µM. hit rate 0.69% among 190,000. AID 1217, 2008;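 active = primary screen inhibition at 20 µM above a set limit, cut at about 50% in these data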;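 note: plate controls were DMSO with full reaction for no effect and wells lacking NADH for full effect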
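System: Bacterial diaphorase enzyme (C. kluyveri) | Incubation: 16-min room-temperature incubation before reading | Benchmarks: No-NADH positive control and DMSO neutral control | Measured by: Resorufin fluorescence 544/590 nm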
PMI act hi M6P = human PMI activators, high substrate, primary screen, biochemical, fluorescence intensity, near-saturating mannose 6-phosphate. activation factor at 20 µM. hit rate 0.34% among 190,000. Mannose-6-phosphate isomerase (Homo sapiens), P34949. coupled PMI enzyme assay, resazurin fluorescence, 20 min; stronger effect = higher value; 1 = untreated enzyme, 0 = substrate-free blank;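 active = activation factor of 2 or more at 20 µM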
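Test system: human PMI in coupled enzyme assay; Input: PMI at 15 ng/mL final; Medium: HEPES buffer, pH 7.4; Schedule: 20 min incubation at room temperature; Technique: resorufin fluorescence at Ex 544/Em 590 nm; Compound: 20 µM single dose; Probe or stimulus: Near-saturating mannose-6-phosphate, 1.0 mM.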
TNAP inh no acc = human TNAP enzyme inhibitors, primary screen, biochemical, luminescent, no phosphate acceptor, uHTS. purified TNAP, CDP-star luminescence, 30 min. inhibition, % at 20 µM. hit rate 0.26% among 200,000. AID 1012, 2008;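 active = tissue-nonspecific alkaline phosphatase inhibition above about 50% at 20 µM in the single-dose screen, limit read from the data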;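 note: 0% = DMSO negative control and 100% = EDTA positive control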
Target sequence (P05186 whole entry, looked up): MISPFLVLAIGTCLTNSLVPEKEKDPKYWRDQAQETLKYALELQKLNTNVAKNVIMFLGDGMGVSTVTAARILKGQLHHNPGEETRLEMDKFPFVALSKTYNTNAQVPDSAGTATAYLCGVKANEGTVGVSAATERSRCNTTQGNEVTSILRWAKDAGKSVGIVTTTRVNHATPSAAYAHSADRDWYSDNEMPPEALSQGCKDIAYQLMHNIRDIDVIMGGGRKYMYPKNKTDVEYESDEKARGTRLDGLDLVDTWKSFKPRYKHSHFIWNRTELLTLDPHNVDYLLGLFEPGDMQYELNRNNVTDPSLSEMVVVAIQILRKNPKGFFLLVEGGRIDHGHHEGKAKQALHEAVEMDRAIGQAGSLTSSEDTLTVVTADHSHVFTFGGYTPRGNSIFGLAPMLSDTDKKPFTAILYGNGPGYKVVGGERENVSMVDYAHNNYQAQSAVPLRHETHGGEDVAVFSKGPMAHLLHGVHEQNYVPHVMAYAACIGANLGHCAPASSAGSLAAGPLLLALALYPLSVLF
bIAP activator = bovine intestinal alkaline phosphatase activators, primary screen, biochemical, bovine IAP, CDP-star luminescence; activation factor at 20 µM; hit rate 0.17% among 200,000; alkaline phosphatase, intestinal [Bos taurus]; purified bovine IAP, 30 min; stronger effect = higher value; fold of DMSO-control signal, blank-subtracted;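 active = activation factor of 2 or more at 20 µM, a signal rise over negative controls twice the positive control's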
bIAP inhibitor = bovine intestinal alkaline phosphatase inhibitors, primary screen, selectivity assay for TNAP inhibitor project, biochemical, bovine IAP, CDP-star luminescence. purified bovine IAP, 30 min. inhibition, % at 20 µM. 190,000 tested, under 10 active. alkaline phosphatase, intestinal [Bos taurus];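 active = over 50% inhibition of intestinal alkaline phosphatase at 20 µM in the single-dose screen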
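Assay system – bovine IAP enzyme · Quantity – bovine IAP at 1/65,000,000 final dilution · Detection – CDP-star luminescence signal · Times – 30 min reaction at room temperature · Also added – CDP-star substrate at 30 µM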
TNAP act hiacc = TNAP activators at high phosphate acceptor level, primary screen, biochemical, luminescence, uHTS; Alkaline phosphatase, tissue-nonspecific isozyme (Homo sapiens), P05186; purified TNAP, CDP-star luminescence, 1 M DEA, 30 min; stronger effect = higher value; 0 = EDTA background, 1 = DMSO-only activity; activation factor at 20 µM; 200,000 tested, under 10 active;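 active = activation factor at least 2 at 20 µM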
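Control set: EDTA negative control, DMSO positive control / Assay system: human TNAP / Quantity: TNAP 1/800 final / Evaluation: TNAP activation factor scaled between EDTA and DMSO control wells / Measured by: luminescent substrate turnover signal / Compound dosing: one dose, 20 µM / Times: 30 min enzyme reaction at room temperature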
TNAP inh hiacc = human TNAP enzyme inhibitors, primary screen, biochemical, luminescent, high phosphate acceptor level, uHTS; Alkaline phosphatase, tissue-nonspecific isozyme (Homo sapiens), P05186; purified TNAP, CDP-star luminescence, 1 M DEA; inhibition, % at 20 µM; hit rate 0.03% among 200,000;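 active = over 50% inhibition of tissue-nonspecific alkaline phosphatase at 20 µM in the single-dose screen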;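 note: plate controls were DMSO wells for no effect and EDTA-quenched wells as full inhibition for full effect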
Active calls of the source: *.

SMILES | PMI activator | Lmaj promast | Diaphorase act | Diaphorase inh | PMI act hi M6P | TNAP inh no acc | bIAP activator | bIAP inhibitor | TNAP act hiacc | TNAP inh hiacc
COc1cc(OC)c(C(=O)Nc2cccc(C(C)=O)c2)cc1OC | 0.9 | 13.8 | 1 | 3.4 | 0.9 | -7.0 | 1 | -3.5 | 1 | 1.6
Cc1ccc(S(=O)(=O)/N=C(\c2ccccc2)N(C)S(=O)(=O)c2ccc(C)cc2)cc1 | 1 | -6.6 | 0.8 | 18.1 | 1 | -10.5 | 0.9 | 5.5 | 1 | -4.3
O=C(Nc1ccn(Cc2ccccc2)n1)c1ccc2c(c1)OCO2 | 1.1 | 28.0 | 0.9 | 8.0 | 1 | -20.9 | 0.9 | 13.5 | 1.1 | -7.1
O=C(NCCCCNC(=O)c1cccnc1)c1cccnc1 | 1 | -6.6 | 0.9 | 9.4 | 1 | -7.6 | 0.9 | 6.2 | 1 | -4.1
CCN(CC)C(=O)Nc1ccc(Br)cc1 | 0.9 | -9.4 | 0.9 | 6.6 | 0.9 | -12.9 | 1.1 | -10.5 | 1 | -2.6
CCC(C(=O)NC1CCCC1)N(C(=O)Cn1nnc(-c2ccc(C)o2)n1)C(C)(C)C (configuration not stated) | 1 | 2.9 | 0.9 | 10.0 | 1 | -2.8 | 1.1 | -5.9 | 1 | -4.5
CC(C)(C)n1nnnc1CN(Cc1ccco1)Cc1cc2cc3c(cc2[nH]c1=O)OCO3 | 0.8 | 1.4 | 0.8 | 16.7 | 0.9 | -5.5 | 0.9 | 8.2 | 1.1 | -6.1
CCc1nc2c(sc3nc4c(cc32)COC(C)(C)C4)c(=O)n1CCN(CC)CC | 0.9 | 9.5 | 1.1 | -6.3 | 1 | -2.6 | 1.1 | -11.0 | 1 | 1.1
O=C(Nc1nnc(-c2ccc(F)cc2)o1)c1cccc([N+](=O)[O-])c1 | 1.2 | 95.6* | 0.9 | 9.5 | 1.2 | -67.6 | 1 | -4.9 | 1 | -2.6
N#CC(C#N)=C1C=CC=CN1/C(=C\c1ccco1)C(=O)c1ccc(-c2ccccc2)cc1 | 1 | 100.0* | 0.8 | 21.6 | 1 | -3.6 | 0.7 | 29.0 | 1 | -1.4
CCN(CC)S(=O)(=O)c1ccc2c(c1)nc(CCC(=O)OCC(=O)Nc1cc(Cl)cc(Cl)c1)n2C | 0.9 | 36.5 | 1 | 0.0 | 1 | -9.4 | 1.1 | -12.6 | 1 | 3.9
CC1(C)Oc2ccc(NC(=O)C3COc4ccccc4O3)cc2O1 (configuration not stated) | 1 | -1.8 | 0.9 | 8.1 | 0.9 | -8.4 | 1 | 0.6 | 1 | -2.9
S=C(Nc1cccc(Cl)c1)N1CCOCC1 | 0.9 | 1.0 | 0.9 | 12.6 | 0.9 | -17.8 | 0.9 | 14.4 | 1 | -2.0
COc1c(C)cc(Br)cc1C(=O)Nc1cccc(NC(=O)c2ccco2)c1 | 0.8 | 15.3 | 0.7 | 28.2 | 0.8 | -10.6 | 0.9 | 12.0 | 1.1 | -7.1
COc1cc(/C=N/N2C(C)CCCC2C)cc(Br)c1O (configuration not stated) | 1.2 | 1.9 | 1 | 4.6 | 1 | -15.1 | 1 | 2.6 | 1 | -2.3
COc1ccc(NS(=O)(=O)c2ccc(NC(=S)NC(=O)/C=C/c3ccccc3)cc2)nn1 | 0.8 | -4.2 | 0.7 | 28.8 | 0.9 | -14.0 | 0.6 | 35.1 | 1 | -4.4
Cc1ccccc1CSCC(Nc1ccc(C(=O)O)cc1[N+](=O)[O-])C(=O)O (configuration not stated) | 1 | -3.3 | 0.9 | 9.0 | 1 | -1.2 | 0.6 | 40.0 | 0.9 | 5.5
CSc1ccc(Cl)c(C(=O)Nc2ccc(C)cn2)c1 | 1 | -8.2 | 1 | -4.5 | 1.1 | -9.0 | 0.8 | 15.1 | 1.1 | -5.1
Cc1ccc(C(=O)NCC(=O)NCC(=O)OCc2ccc(F)cc2)cc1 | 1 | -0.2 | 1.1 | -8.0 | 1.1 | -10.4 | 1 | 4.3 | 1 | -3.7
Cc1cccc(-c2nc3ccccc3c(=O)n2NC(=O)Cc2ccc(Cl)cc2)c1 | 0.7 | 53.0* | 0.8 | 24.7 | 0.9 | -11.7 | 1 | -4.8 | 1 | -1.0

Arranged by molecular weight (largest number first): part of the list above.
SMILES | PMI activator | Lmaj promast | Diaphorase act | Diaphorase inh | PMI act hi M6P | TNAP inh no acc | bIAP activator | bIAP inhibitor | TNAP act hiacc | TNAP inh hiacc
Cc1cccc(-c2nc3ccccc3c(=O)n2NC(=O)Cc2ccc(Cl)cc2)c1 | 0.7 | 53.0* | 0.8 | 24.7 | 0.9 | -11.7 | 1 | -4.8 | 1 | -1.0
O=C(NCCCCNC(=O)c1cccnc1)c1cccnc1 | 1 | -6.6 | 0.9 | 9.4 | 1 | -7.6 | 0.9 | 6.2 | 1 | -4.1
S=C(Nc1cccc(Cl)c1)N1CCOCC1 | 0.9 | 1.0 | 0.9 | 12.6 | 0.9 | -17.8 | 0.9 | 14.4 | 1 | -2.0

Next structures:
SMILES | PMI activator | Lmaj promast | Diaphorase act | Diaphorase inh | PMI act hi M6P | TNAP inh no acc | bIAP activator | bIAP inhibitor | TNAP act hiacc | TNAP inh hiacc
CCC(=O)Nc1sc2c(c1C#N)CCCCC2 | 0.9 | -3.4 | 1 | -2.1 | 1 | -1.1 | 1 | 3.0 | 1.1 | -9.5
O=C(NO)c1ccccc1C(F)(F)F | 0.8 | 5.8 | 0.9 | 11.7 | 0.8 | -2.7 | 0.8 | 22.6 | 1 | -1.8
O=C(NCc1ccc2c(c1)OCO2)c1ccc(CSCc2ccc(Cl)cc2)o1 | 0.9 | 50.5* | 0.8 | 21.4 | 0.9 | -13.9 | 1.5 | -47.7 | 1 | -4.6
CS(=O)(=O)N1CCCC(C(=O)NCc2ccc(F)cc2)C1 (configuration not stated) | 1 | -2.1 | 0.9 | 12.9 | 1 | -9.2 | 1 | 4.4 | 1.1 | -5.5
CCOC(=O)c1ccc(N2Cc3ccccc3C2=NC(=O)c2ccncc2)cc1 | 1.3 | 4.1 | 0.8 | 15.2 | 1.1 | -13.2 | 1 | 0.5 | 1 | -3.9
COC(=O)c1ccc(CSc2nc3ccccc3c(=O)n2-c2cccc(OC)c2)o1 | 0.8 | 46.8 | 0.6 | 39.9 | 0.8 | -5.7 | 1 | 0.8 | 1.1 | -9.6
CCC1CSC(Nc2ccc(C(=O)/C=C/c3ccc(Oc4ccccc4)cc3)cc2)=N1 (configuration not stated) | 1 | 58.6* | 1 | -2.6 | 1 | -3.8 | 0.9 | 6.6 | 1 | -0.9
CCOC(=O)C1(CCc2ccccc2)CCN(C(=O)CN2CCOC2=O)CC1 | 1 | 7.0 | 0.9 | 5.5 | 1 | -21.9 | 1 | -3.4 | 1 | -1.4
O=C(c1ccc2c(c1)N(Cc1ccc(F)cc1)C(=O)c1ccccc1S2(=O)=O)N1CCN(c2ccccn2)CC1 | 0.8 | 97.0* | 0.8 | 22.3 | 1 | -7.0 | 1.1 | -6.1 | 1 | -1.1
COc1ccccc1C(=O)Nc1ccccc1C(=O)N1CCCC1 | 0.9 | -14.2 | 0.9 | 12.4 | 0.9 | -8.2 | 1 | 3.4 | 1 | -0.9
Cc1csc(SCC(=O)Nc2sccc2C(N)=O)n1 | 1 | 1.6 | 0.9 | 9.8 | 1 | -3.1 | 1.1 | -8.0 | 1 | -0.8
N=C1C(c2nc(-c3ccc(F)cc3)cs2)=C(O)CN1CCCN1CCOCC1 | 1.1 | -1.0 | 1 | 0.3 | 1 | 0.8 | 1.1 | -6.7 | 1.1 | -7.5
C=C(C)COc1ccc(-c2[nH]ncc2Oc2ccccc2OC)c(O)c1 | 0.8 | 54.0* | 0.8 | 17.3 | 0.9 | 2.5 | 1.3 | -32.8 | 1 | -0.9
CCn1c(CC(=O)Nc2ccc(C)cc2)nnc1SCC(=O)NCCc1ccccc1 | 1.1 | -4.2 | 1 | 1.9 | 1.1 | -13.3 | 1 | -3.1 | 1 | -2.0
CC(=O)NC1CC2CCC(C1)N2Cc1ccc(C)cc1 (configuration not stated) | 1.1 | 89.8* | 1 | 1.3 | 1.1 | 13.4 | 0.9 | 7.7 | 1.1 | -6.9
Cc1ccc(S(=O)(=O)N(CC(=O)Nc2cccc(N(C)S(C)(=O)=O)c2)c2ccc(Cl)c(Cl)c2)cc1 | 0.8 | 67.3* | 0.8 | 23.8 | 0.7 | -26.7 | 1.4 | -35.5 | 1.1 | -11.8
CCOC(=O)C1=C(O)/C(=C/c2cc(OC)c(OC)c(OC)c2)N=C1C | 1 | 31.8 | 1 | 0.1 | 0.8 | 1.9 | 0.9 | 7.1 | 0.9 | 8.4
CC(Nc1cccnc1)=C(C#N)C#N | 1 | -1.3 | 1 | -0.8 | 1 | -4.6 | 1 | 0.3 | 1 | 1.3
CCCCN(C)C1CCN(C(=S)Nc2cccc(OC)c2)CC1 | 1.1 | 79.9* | 1 | 1.8 | 1.1 | 15.5 | 1.1 | -8.7 | 1 | -0.7
Cc1cc(OCCCC(=O)N2CCCCC2)cc(C)c1Cl | 0.8 | 13.3 | 0.9 | 13.3 | 0.8 | -5.6 | 1 | -0.3 | 1 | -0.3
COC(=O)c1c(NC(=O)c2ccc(N(C)S(=O)(=O)c3ccc(C)cc3)cc2)sc2c1CCCC2 | 0.9 | -3.1 | 1 | -4.0 | 1.1 | -17.6 | 0.9 | 10.7 | 1 | -2.5
COc1ccccc1NC(=O)COn1nnc2ccc(S(=O)(=O)N3CCOCC3)cc21 | 1 | 7.4 | 0.9 | 11.4 | 1 | -3.7 | 1 | -3.4 | 1 | -1.0
CCNC(=O)c1ccccc1SCc1ccccc1 | 1.1 | -4.7 | 1.1 | -6.9 | 1.1 | -6.1 | 1 | -3.2 | 1 | -2.4
COc1ccc(C(=O)Nc2cc(Cl)ccc2Cl)c(OC)n1 | 0.9 | -1.1 | 0.9 | 8.8 | 0.9 | -8.8 | 1 | 2.1 | 1 | -2.6
